Bioassay records: PubChem, several laboratories
NPY-Y2 PAM-ag – potentiates or activates human NPY-Y2 receptor; actives 0.45% (n = 220,000); activation, % at 3.6 µM; P49146; cells expressing NPY-Y2, potentiator/agonist read-out; in the data active means activation above about 27%;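 further: cells stimulated with NPY near EC25 plus isoproterenol at EC100; 0% = vehicle plus submaximal agonist and 100% = vehicle plus saturating agonist; some results beyond the cut were filed as inactive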
Target sequence (P49146 whole entry, looked up): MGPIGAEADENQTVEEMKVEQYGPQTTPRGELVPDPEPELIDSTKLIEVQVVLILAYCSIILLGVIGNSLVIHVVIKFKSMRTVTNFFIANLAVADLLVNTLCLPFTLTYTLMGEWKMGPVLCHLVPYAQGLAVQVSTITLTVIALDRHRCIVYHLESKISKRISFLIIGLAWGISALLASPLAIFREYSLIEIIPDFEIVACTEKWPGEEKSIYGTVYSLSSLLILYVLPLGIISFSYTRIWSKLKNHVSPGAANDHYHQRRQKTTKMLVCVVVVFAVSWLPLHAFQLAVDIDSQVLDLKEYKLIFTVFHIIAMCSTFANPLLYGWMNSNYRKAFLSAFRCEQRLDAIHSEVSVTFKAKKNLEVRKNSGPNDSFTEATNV
NPY1 pot ag – potentiators or agonists of human neuropeptide Y receptor Y1. P25929. NPY-Y1 expressing cells, potentiator/agonist activation. activation, % at 3.6 µM. actives 0.37% (n = 220,000); in the data active means activation above about 33%, passing the limit was not always enough;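 further: cells stimulated with NPY at EC10 then isoproterenol at EC100; 0% = low agonist plus stimulus and 100% = saturating agonist plus stimulus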
Target sequence (P25929 whole entry, looked up): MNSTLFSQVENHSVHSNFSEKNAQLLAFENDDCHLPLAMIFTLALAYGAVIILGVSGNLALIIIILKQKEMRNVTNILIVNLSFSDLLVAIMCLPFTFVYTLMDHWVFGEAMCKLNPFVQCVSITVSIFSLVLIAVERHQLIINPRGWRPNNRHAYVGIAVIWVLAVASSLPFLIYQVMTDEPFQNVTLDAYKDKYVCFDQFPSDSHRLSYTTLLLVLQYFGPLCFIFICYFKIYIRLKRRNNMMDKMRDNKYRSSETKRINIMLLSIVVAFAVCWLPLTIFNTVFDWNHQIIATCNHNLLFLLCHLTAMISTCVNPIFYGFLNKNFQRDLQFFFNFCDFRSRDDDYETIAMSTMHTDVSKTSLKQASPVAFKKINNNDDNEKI
p47phox inh – inhibitors of human p47phox binding | p47phox/p22phox peptide binding, fluorescence polarization, 2 h | inhibition, % at 24.7 µM | actives 0.53% (n = 220,000) | P14598;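 active means inhibition above about 30%, limit read from the data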;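 further: 0% = p47phox with labelled peptide and 100% = labelled peptide alone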
BaF3 tox – parental Ba/F3 viability inhibition as JAK2V617F counter-screen. actives 1.1% (n = 220,000). inhibition, % at 5.6 µM. CellTiter-Glo ATP luminescence;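 active means inhibition above a per-campaign cutoff, the mean inhibition of all tested compounds plus 3 SD, cut at about 27% in these data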;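 further: 0% = DMSO wells and 100% = JAK Inhibitor I control wells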
CHOP inh – blocks CHOP induction under ER stress; CHO-K1 CHOP-promoter luciferase, tunicamycin-induced, 15-18 h; inhibition, % at 10 µM; actives 3.8% (n = 220,000);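 active means compounds that reduced the stress-induced luciferase reporter signal by more than about 70% of percent inhibition, limit read from the data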;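 further: 0% = tunicamycin plus vehicle and 100% = wells without tunicamycin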
NPY Y1 blocker – blocks the human neuropeptide Y Y1 receptor | P25929 | HEK293-CNG Y1 cells, membrane potential fluorescence; NPY at EC95, then isoproterenol | inhibition, % at 3.6 µM | actives 1% (n = 200,000);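 active means inhibition above the campaign mean inhibition of all tested compounds plus 3 SD, cut at about 20% in these data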;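 further: 0% = DMSO wells given NPY plus isoproterenol and 100% = isoproterenol alone without NPY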
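Benchmarks – high control isoproterenol alone, low control NPY with isoproterenol · Material – HEK293 Y1/CNG channel cell line · Times – dye 3 h, compound 60 min room temperature, stimulation 45 min · Probe or stimulus – NPY (25 nM), isoproterenol (1 µM), Ro 20-1724 (25 µM) · Evaluation – % inhibition of NPY effect · Signal – fluorescence, membrane potential probe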
S1P4 antagonist – blocks the human S1P4 receptor. inhibition, % at 4.98 µM. S1P4-expressing cells, antagonist mode, reporter read-out. AID 1510. O95977. actives 0.26% (n = 220,000); in the data active means inhibition above about 29%;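 further: 0% = wells stimulated with agonist and 100% = vehicle wells without agonist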
Ba/F3 V617F tox – reduce viability of Ba/F3 cells dependent on JAK2V617F | Ba/F3 EpoR-JAK2V617F viability, ATP luminescence | inhibition, % at 5.6 µM | actives 1.1% (n = 220,000) | AID 1446;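 active means inhibition above the campaign mean plus 3 SD over all tested compounds, cut at about 24% in these data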;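 further: cytokine-independent growth of Ba/F3 cells driven by EpoR plus mutant JAK2; 0% = DMSO-treated cells and 100% = JAK inhibitor I control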
S1P4 ag – activates the human S1P4 receptor. AID 1509. S1P4-expressing cell line, agonist reporter assay. actives 0.35% (n = 220,000). O95977. activation, % at 4.98 µM; in the data active means activation above about 11%;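 further: 0% = DMSO vehicle and 100% = reference agonist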
Active calls of the source: *; x = not tested or not shown.

[1] COc1ccc(-c2nc(C#N)c(NCCN(C)C)o2)cc1
[2] Cc1ccccc1Nc1nc(N)nc(CSc2nc3ccccc3s2)n1
[3] Cc1ccc(S(=O)(=O)NC(=O)N2CCC(C)CC2)cc1
[4] O=C(/C=C\Nc1ccc2c(c1)OCO2)c1ccc(Cl)s1
[5] O=C(NCCC1=CCCCC1)C(=O)c1c[nH]c2ccccc12
[6] c1cncc(-c2nc(N3CCOCC3)c3c4c(sc3n2)CCC4)c1

compound no.	1	2	3	4	5	6
S1P4 antagonist	-12	3	-6	2	5	9
S1P4 ag	-7.9	1.9	1.2	-0.1	3.3	0.8
BaF3 tox	11	8	2	2	1	1
NPY1 pot ag	-11	-14	13	-11	-10	-18
NPY-Y2 PAM-ag	-4	-22	16	6	-4	-14
Ba/F3 V617F tox	-1	2	-1	-5	-4	1
p47phox inh	-13	-56	-8	-4	-23	-11
NPY Y1 blocker	1	16	5	3	2	0
CHOP inh	-1	3	16	54	58	25

Next part; the last two above are carried over.
[5] O=C(NCCC1=CCCCC1)C(=O)c1c[nH]c2ccccc12
[6] c1cncc(-c2nc(N3CCOCC3)c3c4c(sc3n2)CCC4)c1
[7] c1ccc2c(Nc3nc(N4CCOCC4)c4ccccc4n3)cccc2c1
[8] COc1ccc(/C=C2\SC(=N)N(c3ccc(F)cc3)C2=O)cc1OC
[9] COc1ccc([C@@H]2[C@H]3C(=O)N(c4cccc(C(F)(F)F)c4)C(=O)[C@H]3ON2C)cc1
[10] COc1ccc(CCNC(=O)CSc2cn(Cc3cccc(C)c3)c3ccccc23)cc1OC
[11] CCn1c(CCCOc2ccc(Cl)cc2Cl)n[nH]c1=S
[12] COc1ccc(NC(=O)c2ccc(-c3ccc(OC)cc3)s2)cc1

compound no.	5	6	7	8	9	10	11	12
S1P4 antagonist	5	9	7	-1	-12	8	-5	-10
S1P4 ag	3.3	0.8	0.0	1.6	0.8	2.1	0.4	0.1
BaF3 tox	1	1	6	4	1	6	2	8
NPY1 pot ag	-10	-18	-44	-19	16	-1	5	8
NPY-Y2 PAM-ag	-4	-14	-18	-9	6	-1	-1	-6
Ba/F3 V617F tox	-4	1	3	1	-1	2	0	2
p47phox inh	-23	-11	0	-40	-3	0	-5	5
NPY Y1 blocker	2	0	1	8	-2	6	2	6
CHOP inh	58	25	30	102*	47	11	17	-25

[13] O=C(c1noc2c1CCCC2)N1CCC(CO)(Cc2ccccc2Cl)CC1
[14] COC(=O)c1c(C)[nH]c(C=O)c1-c1ccccc1
[15] CC(C)OC(=O)c1c(NC(=O)CCC(=O)O)sc2c1CCCCC2
[16] NC(=O)N/N=C/c1ccc(OCc2cccc(Cl)c2)cc1
[17] O=C(Nc1ccc2ccccc2c1)c1cccc(F)c1
[18] O=C(NNC1CC(=O)N(c2ccc(Br)cc2)C1=O)c1cccnc1 (stereo not given)

compound no.	13	14	15	16	17	18
S1P4 antagonist	5	-7	-3	-17	-7	-20
S1P4 ag	0.2	4.0	0.0	-0.1	-0.4	0.3
BaF3 tox	0	-1	10	4	-4	5
NPY1 pot ag	4	-2	1	2	-19	-1
NPY-Y2 PAM-ag	-6	1	16	6	12	3
Ba/F3 V617F tox	-4	-1	7	1	-5	1
p47phox inh	1	-7	-5	-11	-3	0
NPY Y1 blocker	1	x	-3	-1	x	5
CHOP inh	26	-3	8	28	-6	16

[19] C/C(CC(=O)NC(C)(C)C)=N\NC(=O)c1ccccc1N
[20] COCC(=O)Nc1cc(C(=O)Nc2ccccc2C)ccc1Cl
[21] CC(C(=O)O)N1CCCCC1 (stereo not given)
[22] C=C(C)C(=O)N1CC2(CC(c3cccc(NC(=O)c4ccccc4)c3)=NO2)C[C@@H]1C(N)=O (stereo not given in full)
[23] COc1ccc(NS(=O)(=O)c2ccc(SC)cc2)c(OC)c1
[24] CCOC(=O)Nc1sc2c(c1C(=O)OCC)CCC2

compound no.	19	20	21	22	23	24
S1P4 antagonist	3	-38	-2	1	4	-16
S1P4 ag	-3.0	0.3	0.8	0.9	-0.3	1.4
BaF3 tox	1	3	4	0	8	2
NPY1 pot ag	-7	-8	-3	-6	11	4
NPY-Y2 PAM-ag	0	-10	-13	-10	9	2
Ba/F3 V617F tox	3	-1	2	-1	3	1
p47phox inh	4	-10	-1	-3	-10	-17
NPY Y1 blocker	-3	2	x	-3	-6	13
CHOP inh	-3	2	5	-6	27	60

[25] COc1ccc(N2C(=O)CC(Sc3nc4ccccc4s3)C2=O)cc1 (stereo not given)
[26] CCOC(=O)N1CCC(NC(=O)c2cc(C(=O)Nc3cccc(C(F)(F)F)c3)ccc2CO)CC1
[27] N#CC(C#N)=NNc1ccc(S(=O)(=O)N2CCCC2)cc1
[28] Cc1nn(Cc2cccc(Oc3ccccc3)c2)c(C)c1NC(=O)NC12CC3CC(CC(C3)C1)C2
[29] COc1ccccc1NC(=O)Nc1ccc2c(c1)OCCO2
[30] CCC(C)(C(=O)NC1CCCCC1)N(Cc1ccco1)C(=O)c1ccc2c(c1)OCO2 (stereo not given)

compound no.	25	26	27	28	29	30
S1P4 antagonist	-18	-19	-7	-16	1	-7
S1P4 ag	-1.2	0.7	0.0	1.2	1.4	1.3
BaF3 tox	-2	8	5	4	10	11
NPY1 pot ag	4	10	9	2	14	-11
NPY-Y2 PAM-ag	5	-4	8	-1	-11	-18
Ba/F3 V617F tox	-4	0	2	-2	1	13
p47phox inh	-26	-4	-7	-13	-15	-3
NPY Y1 blocker	5	-2	-1	-2	8	49*
CHOP inh	-62	-9	3	10	-21	17

[31] CC(C)(O)C#Cc1ccc(CN2CCN(Cc3ccccc3)C(CCO)C2)s1 (stereo not given)
[32] C=CCn1c(SCC(=O)NCc2ccc3c(c2)OCO3)nc2scc(-c3ccccc3)c2c1=O
[33] CCCCn1c(-c2csc3c2CCCC3)n[nH]c1=S
[34] Cc1cccc(NC(=O)Nc2cc(C)on2)c1
[35] CCn1c(SCC(=O)c2ccc3c(c2)OCCO3)nnc1-c1ccco1
[36] O=C(CCC(=O)c1cccs1)NCc1ccncc1

compound no.	31	32	33	34	35	36
S1P4 antagonist	3	-16	-11	1	0	-3
S1P4 ag	-0.7	0.3	1.4	0.3	-0.9	1.5
BaF3 tox	1	10	3	-1	-2	1
NPY1 pot ag	-5	5	2	29	-6	16
NPY-Y2 PAM-ag	-16	0	10	12	-8	-1
Ba/F3 V617F tox	-2	4	-1	-5	-4	-1
p47phox inh	0	-2	-7	-10	-5	-12
NPY Y1 blocker	3	5	2	3	7	3
CHOP inh	22	31	12	-2	-17	-18

[37] NC(=O)c1ccc(NC(=O)CCc2nc3ccccc3s2)cc1
[38] Cc1nc(N2CCCCC2)sc1C(=O)c1ccc(Cl)c([N+](=O)[O-])c1
[39] COC(=O)c1cc(S(=O)(=O)n2nc(C)c(Br)c2C)c(Cl)cc1Cl
[40] CC12CN(C(=O)c3ccccc3Br)CC(C)(CN(C(=O)c3ccccc3Br)C1)C2=O
[41] CCOC(=O)N1CCC(NC(=O)c2cc3c(-c4ccccc4F)nn(C)c3s2)CC1
[42] Cn1c(SCc2cccc(C(F)(F)F)c2)nnc1-c1ccco1

compound no.	37	38	39	40	41	42
S1P4 antagonist	-21	14	-8	4	-20	18
S1P4 ag	-1.5	2.0	1.4	0.7	0.1	-0.1
BaF3 tox	9	7	2	-3	1	6
NPY1 pot ag	-2	48*	52*	-9	-2	-4
NPY-Y2 PAM-ag	-10	47*	34*	-13	-5	2
Ba/F3 V617F tox	2	-2	-3	2	1	2
p47phox inh	-5	-8	0	-2	-25	-19
NPY Y1 blocker	4	-11	-6	x	10	-2
CHOP inh	0	18	-2	-3	46	26

[43] CC(C)OCc1c(C(=O)OC/C(O)=C(\C#N)c2nc3ccccc3[nH]2)oc2ccccc12
[44] O=C(Nc1cnccn1)c1cccs1
[45] O=C(O)CCCCCNCc1c(Cl)cccc1Cl
[46] CC(CNC(=O)COc1ccccc1)OC(=O)Nc1ccc(Cl)c(Cl)c1 (stereo not given)
[47] COC(=O)C1=C(C)N(C)C(C)=C(C(=O)OC)C1c1ccc(F)c(Br)c1
[48] CC(C)c1c(Cl)c(O)c(-c2ccccc2)c(=O)n1-c1ccc(F)cc1

compound no.	43	44	45	46	47	48
S1P4 antagonist	-7	-10	-2	-16	13	-15
S1P4 ag	-0.8	0.3	0.8	1.2	-0.6	1.4
BaF3 tox	3	8	-5	0	4	4
NPY1 pot ag	0	8	1	-40	-19	1
NPY-Y2 PAM-ag	-5	4	-3	-10	0	2
Ba/F3 V617F tox	1	3	2	-2	0	-1
p47phox inh	-60	-13	2	-6	-2	-6
NPY Y1 blocker	-1	7	x	4	19	2
CHOP inh	38	14	-3	8	52	5

[49] O=C(COC(=O)COc1ccccc1F)Nc1ccc(Cl)cn1
[50] COc1cccc(C(=O)/C=C/Nc2cc(C)ccc2O)c1
[51] Cc1cccc(N2CCN(C(=O)Cn3cccc3)CC2)c1C
[52] COc1ccc(Br)cc1S(=O)(=O)NCCCN1CCOCC1

compound no.	49	50	51	52
S1P4 antagonist	-4	-11	0	-5
S1P4 ag	5.2	0.6	0.2	0.5
BaF3 tox	-2	6	4	4
NPY1 pot ag	3	7	12	9
NPY-Y2 PAM-ag	-2	-1	5	-11
Ba/F3 V617F tox	-2	-2	1	-2
p47phox inh	-8	-11	-11	-5
NPY Y1 blocker	x	-4	2	3
CHOP inh	5	x	-6	-2

Grouped by structure, the entries above with an aryl methoxy group.
[1] COc1ccc(-c2nc(C#N)c(NCCN(C)C)o2)cc1
[8] COc1ccc(/C=C2\SC(=N)N(c3ccc(F)cc3)C2=O)cc1OC
[9] COc1ccc([C@@H]2[C@H]3C(=O)N(c4cccc(C(F)(F)F)c4)C(=O)[C@H]3ON2C)cc1
[10] COc1ccc(CCNC(=O)CSc2cn(Cc3cccc(C)c3)c3ccccc23)cc1OC
[12] COc1ccc(NC(=O)c2ccc(-c3ccc(OC)cc3)s2)cc1
[23] COc1ccc(NS(=O)(=O)c2ccc(SC)cc2)c(OC)c1
[25] COc1ccc(N2C(=O)CC(Sc3nc4ccccc4s3)C2=O)cc1 (stereo not given)
[29] COc1ccccc1NC(=O)Nc1ccc2c(c1)OCCO2

compound no.	1	8	9	10	12	23	25	29
S1P4 antagonist	-12	-1	-12	8	-10	4	-18	1
S1P4 ag	-7.9	1.6	0.8	2.1	0.1	-0.3	-1.2	1.4
BaF3 tox	11	4	1	6	8	8	-2	10
NPY1 pot ag	-11	-19	16	-1	8	11	4	14
NPY-Y2 PAM-ag	-4	-9	6	-1	-6	9	5	-11
Ba/F3 V617F tox	-1	1	-1	2	2	3	-4	1
p47phox inh	-13	-40	-3	0	5	-10	-26	-15
NPY Y1 blocker	1	8	-2	6	6	-6	5	8
CHOP inh	-1	102*	47	11	-25	27	-62	-21

[50] COc1cccc(C(=O)/C=C/Nc2cc(C)ccc2O)c1
[52] COc1ccc(Br)cc1S(=O)(=O)NCCCN1CCOCC1

compound no.	50	52
S1P4 antagonist	-11	-5
S1P4 ag	0.6	0.5
BaF3 tox	6	4
NPY1 pot ag	7	9
NPY-Y2 PAM-ag	-1	-11
Ba/F3 V617F tox	-2	-2
p47phox inh	-11	-5
NPY Y1 blocker	-4	3
CHOP inh	x	-2
